Screening data as filed in PubChem.
CXCR6 inh: CXCR6 receptor inhibitors, primary screen, cell-based, beta-arrestin, luminescence, CHO-K1 PathHunter, 1536-well; C-X-C chemokine receptor type 6 (Homo sapiens), O00574; inhibition, % at 20 µM; hit rate 0.36% among 360,000; in the data active = inhibition above about 34%, passing the limit was not always enough;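 also: antagonist mode with CXCL16 agonist at 10 nM final; 0% = 10 nM CXCL16 with DMSO and 100% = unstimulated wells without agonist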
Target sequence (O00574 whole entry, looked up): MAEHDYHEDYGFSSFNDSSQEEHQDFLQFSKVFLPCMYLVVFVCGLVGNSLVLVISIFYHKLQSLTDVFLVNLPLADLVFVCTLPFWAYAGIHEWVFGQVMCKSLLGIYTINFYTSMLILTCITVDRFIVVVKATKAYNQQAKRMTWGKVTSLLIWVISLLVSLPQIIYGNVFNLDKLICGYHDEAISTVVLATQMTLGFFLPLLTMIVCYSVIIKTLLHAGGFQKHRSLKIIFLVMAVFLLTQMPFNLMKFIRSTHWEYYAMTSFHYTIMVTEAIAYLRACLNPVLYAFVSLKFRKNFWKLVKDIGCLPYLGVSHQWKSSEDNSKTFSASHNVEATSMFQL
EBI2 block: EBI2 receptor antagonists, beta-arrestin recruitment, primary screen, cell-based, luminescence, 7a,25-OHC stimulation, uHTS; hit rate 0.81% among 360,000; AID 651636, 2012; inhibition, % at 5 µM; G-protein coupled receptor 183 (Homo sapiens), P32249; 7a,25-OHC stimulated; in the data active = inhibition above about 38%;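 also: enzyme fragment complementation signal reports receptor beta-arrestin coupling in cells; 0% = agonist plus DMSO wells and 100% = wells without agonist; some results beyond the cut were filed as inactive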
Target sequence (P32249 whole entry, looked up, the tested form may be a part): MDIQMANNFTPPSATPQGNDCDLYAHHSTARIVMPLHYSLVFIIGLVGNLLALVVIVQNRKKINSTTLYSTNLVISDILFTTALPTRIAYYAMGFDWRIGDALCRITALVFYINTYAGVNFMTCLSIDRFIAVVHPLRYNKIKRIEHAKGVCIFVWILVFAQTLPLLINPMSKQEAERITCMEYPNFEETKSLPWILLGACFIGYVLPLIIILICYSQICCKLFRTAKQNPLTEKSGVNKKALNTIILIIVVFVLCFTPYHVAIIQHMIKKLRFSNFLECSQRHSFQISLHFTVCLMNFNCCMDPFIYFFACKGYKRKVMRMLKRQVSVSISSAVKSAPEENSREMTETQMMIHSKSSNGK
Starred values were filed as active, the others as inactive. The list is partial (hit frequency here may not be typical).

Sample of the layout (3 entries):
SMILES	CXCR6 inh	EBI2 block
Cc1ccccc1CSCC1Nc2ccc(C(=O)NCCc3ccccc3)cc2NC1=O (stereo not given)	2	-4
CCOc1ccc(CCN2C(=O)C(=O)N([C@@H](Cc3ccccc3)CN3CCC[C@@H]3CN3C(=O)C(=O)NC[C@@H]3Cc3ccc(O)cc3)C[C@@H]2Cc2ccccc2)cc1	2	-6
Cc1ccc2c(c1)C1(SC(C)C(=O)N1c1ccc(Cl)cc1)C(=O)N2 (stereo not given)	-2	-2

The listing, previewed entries included:
SMILES	CXCR6 inh	EBI2 block
Cc1ccccc1CSCC1Nc2ccc(C(=O)NCCc3ccccc3)cc2NC1=O (stereo not given)	2	-4
CCOc1ccc(CCN2C(=O)C(=O)N([C@@H](Cc3ccccc3)CN3CCC[C@@H]3CN3C(=O)C(=O)NC[C@@H]3Cc3ccc(O)cc3)C[C@@H]2Cc2ccccc2)cc1	2	-6
Cc1ccc2c(c1)C1(SC(C)C(=O)N1c1ccc(Cl)cc1)C(=O)N2 (stereo not given)	-2	-2
CN(C)c1ccc(CC(=O)N2CCCC(c3cc(C(=O)Nc4ccc5c(c4)OCO5)no3)C2)cc1 (stereo not given)	2	3
CC1CCC(NC(=O)c2[nH]c(C(F)(F)F)nc2-c2ccccc2)CC1 (stereo not given)	-9	-10
Cc1cc2nc(C3CCCCC3)c(CC(C)(C)C)n2c(C)c1Br	0	-6
CCc1ccc(C(O)c2ncc(-c3cccc(C(F)(F)F)c3)[nH]2)cc1 (stereo not given)	-2	-4
CN(C)CCN1CCN(C2CN(Cc3cn(Cc4ccc(Cl)cc4)nn3)S(=O)(=O)C2)CC1 (stereo not given)	5	-6
O=C1CC(SC(=S)C2CCCC2=O)C(=O)N1 (stereo not given)	11	-8
CC(C)C[C@H]1CNC(=O)C(=O)N1C[C@@H]1CCCN1C[C@H](Cc1ccccc1)N1C[C@H](Cc2ccccc2)N(CCc2ccccc2)C(=O)C1=O	11	-2
Nc1ncnc2c1ncn2[C@@H]1O[C@H](C(=O)N2CCN(c3nc4ccccc4o3)CC2)[C@@H](O)[C@H]1O	-1	-1
C#CCN(C[C@H]1[C@H](OC(=O)NCc2ccccc2)[C@H](OC(=O)NCc2ccccc2)C[C@H]2C(=O)N(c3ccccc3)C(=O)[C@@H]12)S(=O)(=O)c1ccc(C)cc1	3	6
Cn1nc(C(C)(C)C)cc1C(=O)N1CCCCC1c1cc(C(=O)Nc2ccc(F)c(Cl)c2)no1 (stereo not given)	3	-1
CC(C)Cc1ccc(CN2C(C(C)C)C(=O)N(Cc3cn(CCC4OCCO4)nn3)CCS2(=O)=O)cc1 (stereo not given)	-1	-1
CCOC(=O)N(C)c1c(CC)nc2c(OCc3ccc(C(F)(F)F)cc3)cccn12	-2	18
C[C@H]1CN([C@@H](C)CO)S(=O)(=O)c2ccc(Br)cc2O[C@H]1CN(C)C(=O)Nc1ccccc1F	-1	-6
C[C@@H]1CN([C@@H](C)CO)S(=O)(=O)c2ccc(Br)cc2O[C@@H]1CN(C)C(=O)c1ccccn1	4	0
O=C(NCC1CCCO1)c1cccc(S(=O)(=O)Nc2ccccc2Cl)c1 (stereo not given)	4	-6
c1coc(-c2cnc3ccccc3n2)c1	-3	-6
CCc1nc2ccc(C(=O)NCCN3CCNC3=O)cn2c1N(CCC(C)C)CCN(C)C	-2	2
CCCNC(=O)c1cc(C2CCCN(S(=O)(=O)c3cccc4cccnc34)C2)on1 (stereo not given)	1	3
CN(Cc1ccccc1)C(=O)[C@@H]1CCCN1C(=O)[C@@H]1CCCN1C(=O)c1c(F)cccc1F	-2	-13
O=[N+]([O-])c1ccc(S(=O)(=O)Nc2ccc(-c3ccccc3)cc2)cc1	-1	-2
O=C1NC(Cc2ccc(O)cc2)c2nc3ccc(F)cc3c(=O)n2-c2ncccc21 (stereo not given)	-6	1
COC(=O)c1ccc2nc(-c3ccco3)c(Cc3ccccc3C(F)(F)F)n2c1	-6	13

Complete entries from above. Order of screens: CXCR6 inh	EBI2 block
CC1CCC(NC(=O)c2[nH]c(C(F)(F)F)nc2-c2ccccc2)CC1 (stereo not given) reads -9	-10
Cc1cc2nc(C3CCCCC3)c(CC(C)(C)C)n2c(C)c1Br reads 0	-6
Nc1ncnc2c1ncn2[C@@H]1O[C@H](C(=O)N2CCN(c3nc4ccccc4o3)CC2)[C@@H](O)[C@H]1O reads -1	-1

New compounds follow:
SMILES	CXCR6 inh	EBI2 block
Clc1ccc2nc(C(Cl)(Cl)Cl)[nH]c2c1	4	-1
CC(=O)Nc1ccc(C(C#N)=Cc2ccc(N(C)CCC#N)cc2)cc1	3	4
COc1ccccc1Cc1c(-c2ccco2)nc2cc(C)c(Br)c(C)n12	1	3
O=C1C(CCc2ccccc2)ON=C(c2cnccn2)N1Cc1ccc(F)cc1 (stereo not given)	5	15
COc1cccc(-c2cnc(C(O)c3cccc(F)c3)[nH]2)c1 (stereo not given)	-6	1
Cc1cc(=O)c2c(=O)[nH][nH]c2[nH]1	-1	10
COc1ccc(C(C)=O)cc1CN1C(=O)C(C)ON=C1c1cccc(C(F)(F)F)c1 (stereo not given)	4	6
O=C(Nc1cccc(C(F)(F)F)c1)C1Cc2c(-c3cccc(F)c3)ccnc2O1 (stereo not given)	-7	-3
O=C1NC[C@H](CCCCN2CCN(CC3CCCCC3)C(=O)C2=O)N(CC2CCCCC2)C1=O	-2	3
CC1CCCN(S(=O)(=O)c2cccc(C(=O)NCCCN3CCCC3=O)c2)C1 (stereo not given)	4	-4
COc1ccccc1N1CCN(CCC(=O)Nc2cccc(F)c2)CC1	1	-2
COc1cccc(S(=O)(=O)N(C)C[C@H]2OCc3cnnn3CCCC(=O)N([C@H](C)CO)C[C@H]2C)c1	2	-8
CC(=O)c1cccc(-c2ccnc3c2CC(C(=O)Nc2ccc(Cl)cc2)O3)c1 (stereo not given)	-10	-4
CC(=O)Nc1cc(-c2cccc(NS(C)(=O)=O)c2)cn2c(-c3ccccc3)cnc12	-2	21
CCCS(=O)(=O)NC(=O)C1(C)CCCN(C(=O)c2ccc(F)c(Cl)c2)C1 (stereo not given)	6	-20
COC(=O)[C@]12CCCCC=C1N(Cc1cccc3ccccc13)C(=O)[C@H](CC(=O)NCCCCc1ccccc1)C2	13	47*
C[C@H]1CNC(=O)c2c(C(=O)Nc3cccc(Cl)c3)ncn21	-4	-5
Cc1cccc(C)c1-n1nnnc1C1(C)CCC(=O)N1C1CCN(Cc2ccccc2)CC1 (stereo not given)	0	-1
Cc1c(-c2ccc(OCCN3CCCCC3)cc2)c(=O)oc2ccc3ccccc3c12	-10	1
O=C(CN1CCN(S(=O)(=O)c2ccc(Br)s2)CC1)NCC1CCCCC1	2	-3
CCc1nc2c(OCc3ccc(Cl)cc3Cl)cccn2c1N(C)C(=O)CC(C)C	20	40
Cc1cccc(NC(=O)C(C)Sc2ncnc3sccc23)c1 (stereo not given)	-5	7
COc1ccc(Cc2c(-c3ccc(Cl)cc3)nc3c(C)cc(Br)cn23)c(C)c1	5	-2
CCc1nc2c(OCc3ccccc3C(=O)OC)cccn2c1N(C)C(=O)Nc1ccccc1OC	5	11
CC1(C(=O)Nc2ccc3c(c2)OCCO3)CCC(=O)N1CC(F)(F)F (stereo not given)	-4	-8

5 records drawn at random from the list so far, as already listed:
SMILES	CXCR6 inh	EBI2 block
COc1ccccc1N1CCN(CCC(=O)Nc2cccc(F)c2)CC1	1	-2
CN(C)CCN1CCN(C2CN(Cc3cn(Cc4ccc(Cl)cc4)nn3)S(=O)(=O)C2)CC1 (stereo not given)	5	-6
COC(=O)c1ccc2nc(-c3ccco3)c(Cc3ccccc3C(F)(F)F)n2c1	-6	13
CCc1ccc(C(O)c2ncc(-c3cccc(C(F)(F)F)c3)[nH]2)cc1 (stereo not given)	-2	-4
COc1ccccc1Cc1c(-c2ccco2)nc2cc(C)c(Br)c(C)n12	1	3

(list continues)
SMILES	CXCR6 inh	EBI2 block
Cc1ccc(-c2nc3ccc(C)cn3c2Cc2ccsc2)cc1	12	19
O=C(NCCN1CCC(n2c(=O)[nH]c3ccccc32)CC1)c1c(F)cccc1F	7	-3
COCCNC(=O)C1CCCN(Cc2ccc(-c3ccccc3)cc2)CC1 (stereo not given)	-5	-10
CN(C)c1ccc(CNC(=O)C2(C)Cc3c(-c4ccc5c(c4)OCO5)ccnc3O2)cc1 (stereo not given)	-2	14
Cc1ccc(CN2CCN(C(=O)/C=C/[C@H]3O[C@@H](n4cc(C)c(=O)[nH]c4=O)C[C@@H]3O)CC2)cc1	0	-6
CCC(=O)N(C)C[C@@H]1Oc2ncc(Br)cc2C(=O)N([C@H](C)CO)C[C@H]1C	-3	2
COC(=O)c1ccc2nc(-c3cccc(Br)c3)c(Cc3ccccc3OC)n2c1	11	30
OC(c1ccc(Cl)c(F)c1)c1ncc(-c2ccccc2Cl)[nH]1 (stereo not given)	2	0
CC(=O)Nc1cnc(/C=C\CCCO)cn1	-5	-5
O=S1(=O)CC(N2CCCC2)CN1Cc1cn(Cc2ccc(Cl)cc2)nn1 (stereo not given)	5	-1
COc1ccccc1CN1CCNC(=O)C1CC(=O)N(C)C1CCOCC1 (stereo not given)	-5	-9
CCCS(=O)(=O)NC(=O)C1(C)CCN(C(=O)c2cccs2)C1 (stereo not given)	-2	-7
Cc1nccn1CCC(=O)NC1CCCc2c1cnn2-c1ccc(C(C)(C)C)cc1 (stereo not given)	-6	-8
COCCNC(=O)c1cccc2c(-c3cnn(C)c3)coc12	4	-7
CS(=O)(=O)Nc1cccc(NC(=O)c2cccc3c(-c4ccc(F)c(F)c4)coc23)c1	-1	-2
Cc1cc(C)cc(Cn2c3ccc(NC(=O)NCc4ccccc4)cc3c(=O)n2C)c1	-8	-11
COc1cccc(S(=O)(=O)N(C)C[C@@H]2OCc3cn(nn3)CCCC(=O)N([C@H](C)CO)C[C@H]2C)c1	-6	-2
O=C(Nc1c(-c2ccc3c(c2)OCO3)[nH][nH]c1=O)c1cnccn1	3	-10
COCCN1C[C@@H](CO)O[C@@H](n2cnc3c(NC4CCCC4)ncnc32)C1	-1	-9
COc1cccc(CN2C(=NC(=O)C3CCCO3)SC3CS(=O)(=O)CC32)c1 (stereo not given)	5	-12
O=C(CCc1c[nH]c2ccccc12)OCC(=O)c1ccccc1	-6	-2
CC(O)(c1cccc(F)c1)c1nc(-c2cccc(C#N)c2)cs1 (stereo not given)	2	11
COc1ccccc1CNc1nc(NCc2ccccc2F)c2sccc2n1	0	-24
CCc1nc2c(OCC(=O)c3ccc(Cl)cc3Cl)cccn2c1N(C)C(=O)c1cccs1	6	11
CC(=O)Nc1cncc(-c2cccc(N(C)C)c2)n1	1	5

(listing goes on)
SMILES	CXCR6 inh	EBI2 block
CCC(Sc1nc2ccsc2c(=O)n1CCC(=O)O)C(=O)Nc1ccc(Cl)cc1 (stereo not given)	5	0
C[C@H](CO)N1C[C@H](C)[C@H](CN(C)C(=O)Nc2ccc(F)cc2)OCc2cnnn2CCCC1=O	-3	1
CCc1nc2ccc(C(=O)N(C)C(C)C)cn2c1N(CCC(C)C)CCN(C)C	-6	0
CC1=C(C(=O)N2CCCCCC2)CC(CC(=O)NC2CCCCC2)C(=O)N1Cc1ccccc1 (stereo not given)	-4	-3
CCOc1cccc(-c2cc(NCCc3ccccn3)n3nccc3n2)c1	0	9
CC1(C(=O)NS(=O)(=O)C2CC2)CCCN(C(=O)c2cccnc2Oc2ccccc2)C1 (stereo not given)	-4	-11
Cc1ccccc1-c1csc(C(C)(O)c2ccc(F)c(F)c2)n1 (stereo not given)	1	3
CCCNC(=O)C1(C)CCCN(C(=O)c2ccc3sccc3c2)C1 (stereo not given)	6	-1
COc1cc(C=Cc2nnc3c4ccccc4cnn23)cc(OC)c1OC	19	1
COc1ccc(S(=O)(=O)N(C)C)cc1NC(=O)c1ccc(OCC2CCCO2)cc1 (stereo not given)	-8	-4
CCOC(=O)CCCCCC(=O)Nc1ccc2c(c1)C(=O)N([C@H](C)CO)C[C@@H](C)[C@@H](CN(C)C(=O)CCC(F)(F)F)OCCCC[C@H](C)O2	3	-1
CCOC(=O)C1CCc2c(ccc3ccccc23)N1CCC#N (stereo not given)	-3	2
CC(C)N1CC2(CC(c3ccccc3F)=NO2)CN1C(=O)c1ccco1 (stereo not given)	5	-4
COc1cc(CNc2ncnc3c2ncn3[C@H]2CN(CCc3ccccc3)C[C@@H](CO)O2)cc(OC)c1OC	-4	-20
O=C(N=Nc1c(O)[nH]c2ccc(Br)cc12)c1ccco1	4	2
CCc1nc2ccc(C(=O)N3CCN(S(=O)(=O)CC)CC3)cn2c1N(C)Cc1cccs1	2	-5
COc1cc(F)ccc1-c1cc(C(=O)Nc2ccc(C)c(NS(C)(=O)=O)c2)[nH]n1	-9	0
CSC[C@H]1CN(CCc2ccccc2)C(=O)[C@@H]1CC(=O)Nc1ccc(Br)cc1	-2	-5
Cc1noc(C)c1S(=O)(=O)N(C)C[C@H]1OCc2cnnn2CCCC(=O)N([C@H](C)CO)C[C@H]1C	-7	-5
COc1cc(C=C(OC(C)=O)c2ccc3c(c2)OCO3)cc(OC)c1OC	4	8
COc1ccc(S(=O)(=O)N2CCOCC2)cc1NC(=O)CN1C(=O)NC2(CCC(C)CC2)C1=O (stereo not given)	-2	-7
C[C@@H]1CN([C@@H](C)CO)C(=O)c2cc(Br)cnc2O[C@@H]1CN(C)Cc1cncnc1	-6	-4
CCOC1=C2CN(S(=O)(=O)c3ccc(C)cc3)[C@H](c3ccccc3)C[C@@H]2N(S(=O)(=O)c2ccccc2C)[C@H](c2ccccc2)C1	-2	-9
C[C@H]1CN(C2CCCCC2)C(=O)[C@@H]1CC(=O)Nc1ccccc1	5	10
Cn1ccc2c(-c3ccc(F)nc3)cc3c(c21)C1CCC3C1 (stereo not given)	-1	12
CCNC(=O)C1(C)CCCN(C(=O)c2ccnc(Cl)c2)C1 (stereo not given)	0	-1
Cc1ccccc1CNC(=O)c1csc([C@@H]2O[C@H](CO)[C@@H](O)[C@H]2O)n1	1	-5
